Source: PubChem
p53 reactivator – mutant p53 re-activation in reporter cells; H1299 p53-A138V BP100-luciferase reporter, luminescence, 24 h; Potency, µM (titrated, usually from 92.2 µM), inactives show at the highest dose activity change, positive = activation, usual class: activators; 320,000 tested, 0.063% active; AID 504706; also: potency is read from the fitted curve at half-maximal effect; % of control where 0% means no effect; nearly all actives have a fitted effect of over 45% in size
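p53-null H1299 cells stably carrying temperature-sensitive p53-A138V and a BP100-luciferase reporter were pinned with compounds (4-point, 1:5 series) and held 24 hrs at 37 deg C. Luminescence was read 10 min after detection reagent.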
ELG1 genotoxic – genotoxicity induction in ELG1-luciferase HEK293T cells | HEK293T ELG1-luciferase reporter, luminescence, 16 h | Potency, µM (titrated, usually from 46 µM), without a hit: at the top dose activity change, positive = activation, most hits filed as activators | 330,000 tested, 1.3% active; also: potency is read from the fitted curve at half-maximal effect; % of control where 0% means no effect; nearly all actives have a fitted effect of over 60% in size
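HEK293T cells expressing luciferase-tagged ELG1 were treated with compound or DMSO for 16 hr at 37°C. Luciferase activity was then read after 30 min with ONE-Glo at room temperature; rising signal flags genetic stress.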
BRCA1 expr up – increases BRCA1 expression | MCF7-BRCA1-FFLuc reporter, luminescence, 48 h; response scale: scaled: vehicle 0%, 10 µM genistein 100% | Potency, µM (doses to about 46.1 µM), inactives show top-dose activation, usual class: activators | 380,000 tested, 1.1% active | AID 624202; also: potency is read from the fitted curve at half-maximal effect; nearly all actives have a fitted effect of over 80% in size; some results filed as inactive show a strong effect at the top dose
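Quantitative HTS in MCF7 cells stably reporting BRCA1 expression via firefly luciferase. Compound treatment lasts 48 h at 37 °C in phenol-red free MEM. Activation is expressed relative to genistein at 10 microM and DMSO.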
Giardia killer – kills Giardia lamblia; 340,000 tested, 0.15% active; Giardia lamblia trophozoite viability; activity change, % at 7.66 µM, hits read low; AID 540267; in the data active = activity change below about -80%; inconclusive = between about -30% and that limit;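 also: parasites exposed to compound for two days anaerobically before the ATP read; % is scaled to controls: 0 for no effect and ±100 for the full control effect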
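Trophozoites 100 cells/well + cpd; 48 hrs, 37 deg C, anaerobic. ATPLite 1-Step added, 15-30 min RT, luminescence read (ATP-based viability).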
Numbers without * were called inactive; ? = inconclusive; · = no result given; [ ] = remark or other dose. Unless noted, calls follow the shape of the dose curve; as a rule, active = well fitted activation curve with a large enough effect; inconclusive = small, poorly fitted or top-dose-only effect; inactive = no such curve, though single readings can be large or run the other way. These rows are one share of the data. The share of hits here may be higher or lower than overall.

Labels used below – A = p53 reactivator; B = ELG1 genotoxic; C = BRCA1 expr up; D = Giardia killer
COc1ccc(NC(=S)NC(=NS(=O)(=O)c2ccc(Cl)cc2)c2ccccc2)cc1
  A: ?; B: 15.1%; C: ?; D: 1.9
Cc1ccc(S(=O)(=O)NCC(=O)OCC(=O)NC2CCCCC2)cc1
  A: 1.4%; B: -2.0%; C: -4.7%; D: 3.1
C=CC[C@@H](CC(=O)N(CCO)Cc1ccccc1)C(=O)N[C@H](COC(=O)[C@@H](CC=C)Cc1ccc(F)cc1)Cc1ccccc1
  A: -1.3%; B: -10.0%; C: -39.0%; D: -3.0
O=C(COC(=O)c1ccc(Cl)nc1)NCCc1ccc(F)cc1
  A: 3.0%; B: 2.3%; C: 2.9%; D: -19.7
CCOC(=O)c1c(C)[nH]c(C(=O)OCC(=O)NCc2ccccc2)c1C
  A: 0.6%; B: 0.1%; C: -16.6%; D: 28.2
Cc1ccc(C(C)C)c(OCC(=O)OCC(=O)NC2CC2)c1
  A: 8.3%; B: 7.1%; C: 14.4%; D: 15.5
CCOC(=O)C1=CN(Cc2cccc(Br)c2)S(=O)(=O)N(CC)C1C (centres undefined)
  A: 16.3%; B: -1.2%; C: 13.8%; D: 3.5
CC[C@]12c3[nH]c4ccc(Cl)cc4c3CCN1C(=O)[C@@H](CC(=O)NCCCN(C)C)C[C@@H]2C(=O)N1CCN(C(=O)c2ccco2)CC1
  A: 7.2%; B: 1.3%; C: 16.9%; D: -2.9
CC(O)c1cccc(-c2ccc(CN3C[C@]4(CO)O[C@@H](CO)C[C@@H]4S3(=O)=O)cc2)c1 (some centres undefined)
  A: 6.0%; B: 1.7%; C: 1.9%; D: -8.8
Fc1ccccc1-c1cc2cc3c(cc2cn1)OCO3
  A: ?; B: ?; C: 28.5%; D: -8.9
CCOc1ccc(NC(=O)COC(=O)Cn2cnc3ccccc32)cc1
  A: -4.8%; B: 1.1%; C: -0.7%; D: 4.7
O=C(CSc1nnc(-c2ccccc2)c(-c2ccccc2)n1)NCC1CCCO1 (centres undefined)
  A: 2.5%; B: -0.5%; C: 1.0%; D: 9.1
Cc1ccc(C)c(OCCC(=O)OCC(=O)NC(=O)NC2CCCCC2)c1
  A: 2.8%; B: -0.1%; C: -10.7%; D: ?
C[C@H]1CN([C@@H](C)CO)C(=O)Cc2cc(NC(=O)CCC(F)(F)F)ccc2O[C@H]1CN(C)C(=O)Nc1ccc(F)cc1
  A: -1.8%; B: 3.8%; C: -2.3%; D: -13.5
CCOC(=O)C1=CNS(=O)(=O)NC1c1ccc(OC(C)=O)cc1 (centres undefined)
  A: ·; B: -1.8%; C: -3.8%; D: 4.2
O=C(CN1C(=O)C(=O)N(Cc2ccco2)C1=O)Nc1ccc(F)c(F)c1F
  A: 2.2%; B: 0.3%; C: 15.9%; D: -19.2
Cc1cnc(C(=O)OCc2nc3ccccc3o2)cn1
  A: 5.4%; B: 0.8%; C: -12.6%; D: 36.7[activator]
O=C(NC1CCCCC1)c1cccc2c1C(=O)c1ccc(-c3ccc(OC(F)(F)F)cc3)cc1S2(=O)=O
  A: 5.0%; B: 6.6%; C: 7.0%; D: -10.6
O=C(NC(=S)N1CCN(c2ccc(O)cc2)CC1)c1ccco1
  A: -0.2%; B: 4.9%; C: -23.9%; D: 5.1
CN(CC(=O)Nc1cccc2ccccc12)C(=O)c1ccc(NC(=O)CC#N)cc1
  A: -7.5%; B: -0.5%; C: -21.0%; D: -10.0
Cc1ccccc1-c1cc(C(=O)NCc2cccc(Br)c2)n(CC2CC(c3cccnc3)=NO2)n1 (centres undefined)
  A: -5.6%; B: -6.7%; C: -40.9%; D: -1.8
C[C@@H]1CN([C@@H](C)CO)C(=O)c2cccc(NC(=O)Nc3ccc(F)cc3)c2O[C@@H]1CN(C)Cc1ccc(Oc2ccccc2)cc1
  A: 19.9%; B: 3.1%; C: -90.4%[inhibitor]; D: 23.5
COc1ccc(OCCC(=O)OCC(=O)NC2CCCCC2)cc1
  A: 6.6%; B: 0.2%; C: -1.9%; D: 10.1
Cc1ccc(S(=O)(=O)N2[C@@H](c3ccc(Br)cc3)C(C(=O)O)=CC[C@H]2c2cccs2)cc1
  A: 6.0%; B: -1.7%; C: 8.2%; D: -8.1
O=C(COC(=O)COc1ccccc1)Nc1ccc(Br)cc1F
  A: -0.9%; B: 5.1%; C: -10.1%; D: 12.1
Cc1ccc(S(=O)(=O)N2C[C@@H]3c4ccccc4N(S(=O)(=O)c4ccc(C)cc4)[C@@H]3[C@@H](C)C2CC(=O)c2ccccc2)cc1 (some centres undefined)
  A: 8.7%; B: -4.8%; C: 6.5%; D: 5.6
C=C(C)c1cc2c(ccc3ccc(=O)oc32)o1
  A: 2.4%; B: 7.9%; C: -15.1%; D: -1.8
C[C@H](NC(=O)c1ccco1)C(=O)Nc1nnc(SCc2ccccc2)s1
  A: -3.5%; B: 0.3%; C: -8.7%; D: -1.4
CN(C(=O)CSc1nc2ccccc2c(=O)n1-c1ccccc1F)C1CCS(=O)(=O)C1 (centres undefined)
  A: -5.8%; B: 13.7%; C: -4.2%; D: -10.5
CC(=O)Nc1ccc(S(=O)(=O)N2CCNC(=O)C2)cc1
  A: 0.9%; B: 0.5%; C: 3.5%; D: -7.3

Limited to p53 reactivator and ELG1 genotoxic (two entries from above):
SMILES,p53 reactivator,ELG1 genotoxic
CC(=O)Nc1ccc(S(=O)(=O)N2CCNC(=O)C2)cc1,0.9%,0.5%
Cc1ccc(S(=O)(=O)N2[C@@H](c3ccc(Br)cc3)C(C(=O)O)=CC[C@H]2c2cccs2)cc1,6.0%,-1.7%

Continued.
Labels used below – A = p53 reactivator; B = ELG1 genotoxic; C = BRCA1 expr up; D = Giardia killer
COc1cc(CCC(=O)OCC(=O)NCCc2ccc(S(N)(=O)=O)cc2)cc(OC)c1OC
  A: -0.4%; B: 1.3%; C: 2.1%; D: ?
Cc1cc(C)c(C)c(S(=O)(=O)N(C)CCc2ccccn2)c1C
  A: 2.2%; B: -1.0%; C: -29.5%; D: -1.0
N#Cc1cccc(S(=O)(=O)NNC(=O)C23CC4CC(CC(C4)C2)C3)c1
  A: -2.1%; B: 0.4%; C: -31.5%; D: 12.1
C[C@@]12C(=O)Nc3ccc(Br)cc3C(=O)N1[C@H]1c3ccccc3OC[C@@H]1[C@@H]2c1ccccc1
  A: 2.4%; B: -1.6%; C: -39.6%; D: 0.7
O=C(c1ccc(F)cc1)c1ccc(OCC(=O)N2CCOCC2)cc1
  A: 0.9%; B: 0.8%; C: 0.2%; D: -18.4
O=C(CCc1ccc(S(=O)(=O)N2CCOCC2)cc1)Nc1ccc(F)c(F)c1F
  A: 2.0%; B: -2.0%; C: -11.5%; D: -24.5
C#CCOCCOCCOCCNc1nc(N2CCN(C(=O)C([C@@H](C)O)n3cc([C@@H](N)CCCCN)nn3)CC2)nc(N2CCN(C(=O)[C@H](CC(N)=O)n3cc(C(N)[C@@H](C)CC)nn3)CC2)n1 (some centres undefined)
  A: 2.5%; B: -0.3%; C: 4.5%; D: 20.5
COc1cccc2sc3cc(NCCCN4CCOCC4)ccc3c(=O)c12
  A: 2.6%; B: 5.6%; C: 10µM*; D: 4.0
CCN(C(=O)CSc1nc2ccc(Cl)cc2[nH]1)C1CCS(=O)(=O)C1 (centres undefined)
  A: -9.1%; B: 0.9%; C: -8.1%; D: 0.2
CCOC(=O)C1=CN(Cc2cccc(F)c2)S(=O)(=O)NC1CCc1ccccc1 (centres undefined)
  A: 9.6%; B: -4.0%; C: 0.0%; D: -20.4
CN(CC(=O)Nc1ccccc1Cl)CC(=O)N(C)c1c(N)n(Cc2ccccc2)c(=O)[nH]c1=O
  A: -5.4%; B: -3.7%; C: 0.0%; D: -6.2

Structures above with an aryl thioether with sulfur outside any ring:
Labels used below – A = p53 reactivator; B = ELG1 genotoxic; C = BRCA1 expr up; D = Giardia killer
O=C(CSc1nnc(-c2ccccc2)c(-c2ccccc2)n1)NCC1CCCO1 (centres undefined)
  A: 2.5%; B: -0.5%; C: 1.0%; D: 9.1
C[C@H](NC(=O)c1ccco1)C(=O)Nc1nnc(SCc2ccccc2)s1
  A: -3.5%; B: 0.3%; C: -8.7%; D: -1.4
CN(C(=O)CSc1nc2ccccc2c(=O)n1-c1ccccc1F)C1CCS(=O)(=O)C1 (centres undefined)
  A: -5.8%; B: 13.7%; C: -4.2%; D: -10.5
CCN(C(=O)CSc1nc2ccc(Cl)cc2[nH]1)C1CCS(=O)(=O)C1 (centres undefined)
  A: -9.1%; B: 0.9%; C: -8.1%; D: 0.2
